From PubChem
hcGAS inh – blocks human cGAS activity. AID 1259398. hit rate 0.081% among 290,000. recombinant h-cGAS, ATP depletion, Kinase-Glo luminescence. inhibition, % at 12.5 µM. Q8N884;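 further: 0% = vehicle reaction and 100% = reaction without DNA for no activity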
Target sequence (Q8N884 whole entry, looked up): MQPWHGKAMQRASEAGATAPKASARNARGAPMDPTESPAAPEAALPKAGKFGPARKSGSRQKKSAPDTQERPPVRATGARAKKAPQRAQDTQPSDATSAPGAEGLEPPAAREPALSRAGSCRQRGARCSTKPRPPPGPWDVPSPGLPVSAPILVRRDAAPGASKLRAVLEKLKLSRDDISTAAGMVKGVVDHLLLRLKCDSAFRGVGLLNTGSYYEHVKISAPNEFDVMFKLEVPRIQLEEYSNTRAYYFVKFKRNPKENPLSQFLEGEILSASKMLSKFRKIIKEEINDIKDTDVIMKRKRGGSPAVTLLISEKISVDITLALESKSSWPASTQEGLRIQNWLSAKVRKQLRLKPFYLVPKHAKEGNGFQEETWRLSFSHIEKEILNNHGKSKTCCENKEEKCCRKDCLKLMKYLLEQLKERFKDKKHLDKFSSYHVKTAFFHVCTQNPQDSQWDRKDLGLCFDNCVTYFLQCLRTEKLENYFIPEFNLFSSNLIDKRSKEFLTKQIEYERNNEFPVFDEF
mcGAS lum – inhibitors of mouse cGAS; AID 1259399; hit rate 0.15% among 160,000; inhibition, % at 12.5 µM; recombinant cGAS, Kinase-Glo ATP depletion luminescence;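 further: 0% = negative control wells and 100% = reference inhibitor with no enzyme activity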
NPYLR7 agonist – activates Aedes aegypti NPYLR7 receptor | HEK293T NPYLR7/Galpha15, GCaMP6s calcium fluorescence | hit rate 0.15% among 270,000 | activation, % at 10 µM; in the data active means activation above about 40%;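 further: 0% = vehicle and 100% = reference agonist at the receptor; some compounds past the cut are filed as inactive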
* marks the source's active call; other numbers are inactive results; · = not tested or not shown; & = joins results of further samples. Unless noted, no stated cut-off is given here; in the data, active means inhibition above about 40%; inactive means the rest.

1. CN(Cc1ccc(Cl)cc1Cl)C(=O)C1CCN(c2ccccc2[N+](=O)[O-])CC1
2. Cc1ccnc(SCCn2c(N3CCN(c4ccccc4)CC3)nc3c2c(=O)[nH]c(=O)n3C)n1
3. COC(=O)c1c(-c2ccccc2)csc1NC(=O)CSc1nnnn1-c1ccccc1
4. COc1ccc(CNS(=O)(=O)c2cc(Cl)ccc2C)cn1
5. COc1ccc(C2CC(c3ccc(F)cc3)=Nc3ncnn32)c(OC)c1OC (stereo not drawn)
6. COC(=O)[C@@H]1[C@H](C(=O)NCCN(C(C)C)C(C)C)[C@@H]2C=C[C@H]1C2
7. COc1ccc(-n2c(SCc3cccc(C)c3)nc3c(c2=O)SCC3)cc1OC
8. C=CCN(CC=C)S(=O)(=O)c1ccc(C(=O)Nc2nnc(-c3ccc(OC)cc3)o2)cc1
assay / compound,1,2,3,4,5,6,7,8
hcGAS inh,-6,-5,-5,-12,-3,-5,-5,5
mcGAS lum,-7,-8,-5,·,·,-6,-7,2
NPYLR7 agonist,-5,1,-5,0,2,-5,2,-7

9. COc1ccc(OCC2CN(C(=O)C(Cc3ccccc3F)NC(C)=O)CCO2)cc1 (stereo not drawn)
10. N[C@@H](Cc1cscn1)C(=O)N(Cc1ccccc1)Cc1nccs1
11. Cc1noc(COc2ccc(NC(=O)c3cc(C(C)C)[nH]n3)cc2)n1
12. O=C1CC(NCc2ccco2)C(=O)N1c1ccc(-c2nc3ccccc3o2)cc1 (stereo not drawn)
13. Cc1sc(NC(=O)c2cc3ccccc3oc2=O)nc1-c1ccc(Br)cc1
14. COc1cc(OC)nc(C(NC(=O)C2CCN(Cc3ccccc3)CC2)c2ccc(F)cc2)n1 (stereo not drawn)
15. O=C(Nc1nnc(SCCc2ccccc2)s1)C1CCCCC1
16. COc1ccc(CCOc2nc(-c3ccc(F)cc3)n(-c3cccc(NC(=O)c4ccc(F)cc4)c3)n2)cc1
assay / compound,9,10,11,12,13,14,15,16
hcGAS inh,-5,-7,-5,-5,-8,-5,-5,-11
mcGAS lum,·,-7,-18,-4,·,-4,-11,-5
NPYLR7 agonist,-4,7,-1,-2,-5,6,·,20

17. Cc1ccc(NC(=O)Cn2ccn3nc(-c4ccccc4)cc3c2=O)cc1
18. COc1ccc(CCN(Cc2ccc(C)s2)C(=O)CNC2CC2)cc1OC
19. CN(C)c1ccc(/C=C2\N=C(c3ccc(Br)cc3)OC2=O)cc1
20. CC1=CN2C(=O)C(NC(=O)OCc3ccccc3)CN=C2C=C1 (stereo not drawn)
21. CC(CN1CCN(C)C2(CCN(C(=O)c3ccco3)CC2)C1)c1ccccc1 (stereo not drawn)
22. Cc1cccc2c(CCNC3CC(C)(C)NC(C)(C)C3)c[nH]c12
23. COc1ccc(Cl)cc1N1CCC(NC(=O)C(C)n2cncn2)C1 (stereo not drawn)
24. CCOc1ccc(CC(=O)Nc2ccc(C)cc2C(=O)c2ccccc2)cc1
assay / compound,17,18,19,20,21,22,23,24
hcGAS inh,-10,-6,-6,-11,-5,-4,-13,-3
mcGAS lum,-8,-5,-1,·,-15,-7,·,·
NPYLR7 agonist,4,-11,-6,1,3,24,4,4

Full records from above:
Record of COc1ccc(Cl)cc1N1CCC(NC(=O)C(C)n2cncn2)C1 (stereo not drawn) = hcGAS inh: -13; mcGAS lum: ·; NPYLR7 agonist: 4
Record of CC1=CN2C(=O)C(NC(=O)OCc3ccccc3)CN=C2C=C1 (stereo not drawn) = hcGAS inh: -11; mcGAS lum: ·; NPYLR7 agonist: 1

(cont.)
25. Cc1cc(-n2ncc(C#N)c2N=CN(C)C)nc2ccccc12
26. COCCN(CC(=O)Nc1nc(CC(=O)NCCC(C)C)cs1)C(=O)c1ccc(Cl)cc1
27. COCCCN(C(=O)CC1CCCC1)c1c(N)n(Cc2ccccc2)c(=O)[nH]c1=O
28. Cc1cc(NC(C)C)n2nc(C)c(-c3ccccc3Cl)c2n1
29. Cc1cc([N+](=O)[O-])nn1CC(=O)NC1CCCCC1
30. CC(C)c1cc(N2CCN(c3ccccc3Cl)CC2)nc(SCc2ccc(C(=O)NC3CC3)o2)n1
31. CCCCOc1ccc(C(=O)N2CCC3(CC2)NC(=O)c2cc(Cl)ccc2N3)cc1
32. COCC1N(S(=O)(=O)c2cn(C)cn2)C2CCC1(O)CC2 (stereo not drawn)
assay / compound,25,26,27,28,29,30,31,32
hcGAS inh,-4,-7,-3,2,-3,-10,-6,2
mcGAS lum,·,-4,-5,-5,-1,-5,-4,1
NPYLR7 agonist,-2,24,4,-7,-4,17,-6,6

33. O=C(NCCc1ccccn1)c1cn(C/C=C/c2ccccc2)nn1
34. CC1CN(c2nc3ccccc3nc2C(C#N)C(=O)OC2CCCCC2)CC(C)O1 (stereo not drawn)
35. O=P1(N2CCN(Cc3ccccc3)CC2)C=C(c2ccccc2)SC(c2ccccc2)=C1
36. Cc1ccccc1Cn1c2c(c(C)c1C(=O)NCc1ccco1)CCCC2
37. CN1CCCC1=NS(=O)(=O)c1ccc(NC(=O)c2ccco2)cc1
38. Cc1ccc(C(=O)COC(=O)c2ccc(Br)cn2)cc1
39. CC(C)(C)CNC(=O)C1(C)CCN1C(=O)C1(c2ccccc2)CC1 (stereo not drawn)
40. Fc1cccc(F)c1CN1CCCn2cccc2C1c1ccccc1C(F)(F)F (stereo not drawn)
assay / compound,33,34,35,36,37,38,39,40
hcGAS inh,-4,-9,-6,-5,-2,0,-4,-7
mcGAS lum,-10,-9,-5,-9,·,·,-3,-7
NPYLR7 agonist,15,11,-1,·,-2,1,16,18

41. CCc1cccc2c(C(CC(=O)NCCCN3CCOCC3)c3cccc(OC)c3OC)c[nH]c12 (stereo not drawn)
42. COc1ccc(OCCSc2nc3nc(C)cc(C)n3n2)cc1
43. CCOC(=O)CSc1n[nH]c(=O)[nH]c1=O
44. COCC1CCCCN1Cc1nc(-c2ccc(F)c(OC)c2)oc1C (stereo not drawn)
45. COc1c(S(=O)(=O)NCc2cccnc2)ccc(Cl)c1Cl
46. Cc1ccc(CN2C(=O)C(F)(F)Oc3ccccc32)cc1
47. O=C(c1cc(C(F)(F)F)cc(C(F)(F)F)c1)N(Cc1ccccc1)Cc1cccn1Cc1ccc(F)cc1
48. O=C1OC(c2ccccc2)=N/C1=C\c1ccc(OC(F)F)cc1
assay / compound,41,42,43,44,45,46,47,48
hcGAS inh,-6,-7,1,-5,-9,1,-3,-4
mcGAS lum,-4,·,-4,·,·,-4,-5,-5
NPYLR7 agonist,12,8,6,7,-13,1,14,-3

49. Cc1ccc(-n2nc(C(=O)O)c(=O)n(Cc3cccc(C(F)(F)F)c3)c2=O)cc1C
50. Cc1cc(N2CCC(CC(N)=O)CC2)nc(C(C)(C)C)n1
51. Cc1ccc(C)n1-c1ccsc1C(=O)NC1CCCC1
52. COCCN(CC(=O)N(Cc1cccn1Cc1cccc(OC)c1)C(C)(C)C)C(=O)c1ccc(OC)cc1
53. Cc1ccc(C2=NN(C(=O)CN3CCc4ccccc4C3)C(c3ccc4c(c3)OCO4)C2)cc1 (stereo not drawn)
54. CO[C@H]1/C=C/O[C@@]2(C)Oc3c(C)c(O)c4c(O)c(c(C=NN5CCN(C)CC5)c(O)c4c3C2=O)NC(=O)/C(C)=C\C=C\[C@H](C)[C@H](O)[C@@H](C)[C@@H](O)[C@@H](C)[C@H](OC(C)=O)[C@@H]1C
55. O=C1NCC2(CCCN(C(=O)c3csc(Cc4ccccc4)n3)C2)O1 (stereo not drawn)
56. Cc1ccc(C(=O)c2c(N)c(C(=O)Nc3ccccc3C)c3ccccn23)cc1C
assay / compound,49,50,51,52,53,54,55,56
hcGAS inh,0,-10&-10,-12,-2,-5,-13,-8,-7
mcGAS lum,·,-15,-8,-4,-5,·,·,-9
NPYLR7 agonist,17,3&-6,-2,8,-3,1,4,-5

57. COCC(=O)N(Cc1cccc(F)c1)Cc1cc(NC(=O)CC(C)C)ccc1N(C)C
58. CC(C)C(=O)Oc1ccc(CO)cc1[C@H](CCN(C(C)C)C(C)C)c1ccccc1
59. C=CCNc1ccccc1C(=O)N(CC)CC1CCOCC1
60. CC(C)(C)OC(=O)c1nnsc1N
61. CN(C)CCCN(C(=O)c1ccc(F)cc1)c1nc2c(F)cc(F)cc2s1
62. COc1ccc(C(NC(=O)c2ccc3c(c2)OCO3)C2CC2)cc1 (stereo not drawn)
63. CCOC(=O)CC1(NC(=O)N2CCCCCC2c2ccc(C)s2)CCCCC1 (stereo not drawn)
64. N#Cc1ccccc1OCC(=O)OCc1cccc(F)c1
assay / compound,57,58,59,60,61,62,63,64
hcGAS inh,-6,-6,-5,3,-6,-7,-4,-3
mcGAS lum,-6,-6,-20,·,-8,·,-3,-9
NPYLR7 agonist,22,-9,-1,0,1,-18,·,-1

Quoted from the listing.
no. 43 | hcGAS inh = 1
no. 7 | NPYLR7 agonist = 2
no. 31 | NPYLR7 agonist = -6

Additional records:
65. Cc1cnc(CNC(=O)c2c(C)noc2-c2cccnc2)cn1
66. C=c1cc(C)n(CC(=O)Nc2ccc(C)c(Cl)c2)c(=O)c1=C1N=C(c2ccc3c(c2)OCO3)NO1
67. Cn1ccc(C(=O)N2CCN(c3nc4ccc(OC(F)(F)F)cc4s3)CC2)n1
68. CC(C)N1CCC1(C)C(=O)Nc1cccc2cnccc12 (stereo not drawn)
69. CCn1ncc(C(=O)NCc2cn[nH]c2-c2ccc(Cl)cc2)c1C
70. Cc1cn2c3c(=O)n(CC(=O)OCc4ccccc4)c(=O)n(C)c3nc2n1Cc1ccco1
71. Cc1cc(C(=O)N2CCC(O)(CN3CCOCC3)C(C)(C)C2)nc(C)n1 (stereo not drawn)
72. CC(C)CSc1n[nH]c(=S)s1
assay / compound,65,66,67,68,69,70,71,72
hcGAS inh,-6,-2,-5,-2,-6,4,-5,-4
mcGAS lum,-4,-5,·,-1,-9,-5,-5,·
NPYLR7 agonist,8,-1,8,-5,11,6,·,0

73. COc1ccc(CCNc2nc(-c3ccc(Br)cc3)cs2)cc1OC
74. Cn1ncc2c(=O)[nH]c(CN3CCCN(c4ccccc4)CC3)nc21
75. CCn1nnc2c(SCC(=O)NC)ncnc21
76. Cc1cccc(Cn2cccc2CN(CCC(C)C)Cc2c(F)cccc2F)c1
77. COc1cccc(CN2CCCC3(CCN(C(=O)c4cc(-c5ccc(C)o5)[nH]n4)C3)C2)c1 (stereo not drawn)
78. COC(=O)c1cccc(CSc2nnc(-c3ccc(F)cc3)n2-c2ccccc2C)c1
79. O=C(NCc1cccnc1)c1ccc(Nc2c(Oc3ccccc3)cnn(Cc3ccccc3)c2=O)cc1
80. CCc1ccc(-n2c(C(CC)N(CCC(C)C)C(=O)Nc3ccc([N+](=O)[O-])cc3)nc3ccccc3c2=O)cc1 (stereo not drawn)
assay / compound,73,74,75,76,77,78,79,80
hcGAS inh,-5,-6,-4,-4,1,-1,-6,-2
mcGAS lum,-5,·,·,-7,-1,-1,-4,-3
NPYLR7 agonist,5,4,0,3,9,-4,11,26

81. COc1cc2c(cc1OC)CN(C1CCCN(Cc3cccc4nonc34)C1)CC2 (stereo not drawn)
82. CC1CCN(Cc2nnnn2CC(=O)NCc2scnc2-c2ccccc2)CC1
83. OC(COCc1ccco1)CN(Cc1ccccc1)C1CC1 (stereo not drawn)
84. CN1C(=O)c2ccccc2C(C(=O)NCc2ccccn2)C1c1cn(C)c2ccccc12 (stereo not drawn)
85. CC(=O)Nc1ccc(NC(=O)c2cc(C(C)C)n(-c3nc4ccccc4s3)n2)cc1
86. CN(C(=O)c1cc(-c2ccncc2)n[nH]1)C1Cc2ccccc2C1
87. Fc1ccc(C2Nc3ccccc3Nc3c2c(-c2ccccc2)nn3-c2ccccc2)cc1 (stereo not drawn)
88. COc1ccc(CC(=O)Nc2ncc(Cc3cc(F)cc(F)c3)s2)c(OC)c1OC
assay / compound,81,82,83,84,85,86,87,88
hcGAS inh,-6&-9,-12&-3,1,7,-7,-4,-5,-6
mcGAS lum,·,·,0,·,-7,·,·,·
NPYLR7 agonist,20&1,2&-1,5,-5,13,26,9,0

Overlap with the part before: 2 entries, followed by the next part.
87. Fc1ccc(C2Nc3ccccc3Nc3c2c(-c2ccccc2)nn3-c2ccccc2)cc1 (stereo not drawn)
88. COc1ccc(CC(=O)Nc2ncc(Cc3cc(F)cc(F)c3)s2)c(OC)c1OC
89. Cc1cccc(SC2CCN(C(=O)c3cn[nH]n3)CC2)c1
90. COCC(C)NC(=O)c1sccc1-c1ccccc1 (stereo not drawn)
91. Clc1ccc(N2CCN(Cc3c[nH]c4ncccc34)CC2)cc1
92. Nc1nc(CSc2nnnn2C2CCCC2)nc(Nc2ccccc2)n1
93. CC(=O)c1cccc(C(=O)N2C[C@H](N(C)C)C[C@H]2CO)c1
94. Cc1cccc(-c2ccc(C(=O)O)c(N3Cc4cnc(C(C)(C)C)nc4C3)n2)c1
95. Cc1cccc(C2=NN(C(=O)CN3CCOCC3)C(c3ccc(F)cc3)C2)c1 (stereo not drawn)
96. Cc1ccn2c(=O)nc(SCc3cccc4ccccc34)nc2c1
97. CC(C)(C)c1ccc(OCC(=O)N2CCNC(=O)CC2)c(C(C)(C)C)c1
assay / compound,87,88,89,90,91,92,93,94,95,96,97
hcGAS inh,-5,-6,0,-12,4,-5,-3,-1,-5,-10,2
mcGAS lum,·,·,·,-7,-4,·,-13,·,-3,-8,·
NPYLR7 agonist,9,0,4,12,2,5,·,2,-8,3,3
